A3G deaminase: APOBEC3G (human) deaminase inhibition; Q9HC16; AID 493012; recombinant A3G, ssDNA deamination FAM/TAMRA fluorescence; hit rate 0.28% among 330,000; inhibition, % at 20 µM;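 active = inhibition of at least 40% at 20 µM, with no more than 30% in the related APOBEC3A deaminase screen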;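 note: plate controls were DMSO wells with A3G for no effect and wells lacking A3G enzyme for full effect; some compounds called inactive have numbers as strong as hits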
Target sequence (Q9HC16 whole entry, looked up): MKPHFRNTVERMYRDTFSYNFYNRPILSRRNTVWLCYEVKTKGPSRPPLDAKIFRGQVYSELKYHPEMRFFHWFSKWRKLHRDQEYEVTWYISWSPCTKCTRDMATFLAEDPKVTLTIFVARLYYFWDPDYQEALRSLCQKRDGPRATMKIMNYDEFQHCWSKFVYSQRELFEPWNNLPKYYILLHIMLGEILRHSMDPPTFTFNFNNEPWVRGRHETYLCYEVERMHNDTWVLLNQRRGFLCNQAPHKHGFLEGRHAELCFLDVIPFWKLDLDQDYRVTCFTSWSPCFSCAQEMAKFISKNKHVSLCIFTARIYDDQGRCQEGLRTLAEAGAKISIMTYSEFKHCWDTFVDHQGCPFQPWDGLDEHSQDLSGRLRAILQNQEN
beta cell repl: MIN6 beta-cell proliferation induction; hit rate 0.29% among 330,000; MIN6 cells proliferation, ATPlite luminescence, 48 h; cells starved in 0.2% serum; 100% = growth in 10% serum; proliferation, % at 10 µM;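 active = compounds whose signal lies at least 3.5 SD above the mean of all wells on their plate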;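 note: 0% = DMSO-treated cells in low-serum medium and 100% = 10% serum control; some compounds called inactive have numbers as strong as hits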
hIAP block: human IAP inhibition | AID 2544 | hit rate 0.12% among 330,000 | inhibition, % at 10 µM | purified IAP, CDP-Star luminescence, 30 min;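 active = inhibition reaching a set limit with compound at 10 µM in the primary screen, cut at about 35% in these data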;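 note: plate controls were DMSO wells with enzyme for no effect and no-enzyme buffer wells for full effect; values of inactives mirror those of a sister screen read the other way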
MPTP inh: blocks calcium-induced mitochondrial swelling; hit rate 1.4% among 360,000; isolated mouse mitochondria, Ca2+ swelling absorbance, 30 min; AID 602449; inhibition, % at 10 µM;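 active = inhibition of 50% or more, scaled per plate between neutral and stimulator controls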;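 note: 0% = DMSO wells given calcium and 100% = 1 mM EGTA wells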
hIAP act: increases human intestinal alkaline phosphatase activity; P09923; purified human IAP, CDP-Star luminescence, 30 min; active compounds read high; 1 = vehicle-only enzyme, 0 = enzyme-free background; activation factor at 10 µM; hit rate 0.16% among 330,000; AID 2524;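 active = activation factor of the enzyme at least 2-fold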; note: the source names both 10 and 20 µM as test concentration; values of inactives mirror those of a sister screen read the other way
mIAP act: mouse IAP activation. muIAP, CDP-Star luminescence, 30 min; active compounds read high; 1 = vehicle-only enzyme signal, 0 = enzyme-free wells. activation factor at 10 µM. hit rate 0.24% among 330,000;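 active = activation factor of at least 2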; note: the source names both 10 and 20 µM as test concentration; values of inactives mirror those of a sister screen read the other way
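System: Mouse IAP enzyme | Also added: CDP-Star substrate | Dosing: Compounds dispensed in DMSO | Schedule: 30 min enzyme-substrate-compound incubation at room temperature | Technique: Chemiluminescence readout | Control set: DMSO-only wells and no-enzyme negative control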
mIAP block: blocks mouse intestinal alkaline phosphatase. inhibition, % at 10 µM. hit rate 0.2% among 330,000. purified mouse IAP, CDP-Star luminescence, 30 min;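 active = inhibition of at least 40% at 10 µM in the primary screen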;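 note: plate controls were DMSO with enzyme for no effect and no enzyme wells for full effect; values of inactives mirror those of a sister screen read the other way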
ATG4B inhibitor: inhibitors of human ATG4B cysteine protease; ATG4B cleavage of LC3-PLA2, NBD-HPC fluorescence, 1 h; inhibition, % at 8.33 µM; Q9Y4P1; hit rate 0.51% among 340,000; in the data active = inhibition above about 40%
Target sequence (Q9Y4P1 whole entry, looked up): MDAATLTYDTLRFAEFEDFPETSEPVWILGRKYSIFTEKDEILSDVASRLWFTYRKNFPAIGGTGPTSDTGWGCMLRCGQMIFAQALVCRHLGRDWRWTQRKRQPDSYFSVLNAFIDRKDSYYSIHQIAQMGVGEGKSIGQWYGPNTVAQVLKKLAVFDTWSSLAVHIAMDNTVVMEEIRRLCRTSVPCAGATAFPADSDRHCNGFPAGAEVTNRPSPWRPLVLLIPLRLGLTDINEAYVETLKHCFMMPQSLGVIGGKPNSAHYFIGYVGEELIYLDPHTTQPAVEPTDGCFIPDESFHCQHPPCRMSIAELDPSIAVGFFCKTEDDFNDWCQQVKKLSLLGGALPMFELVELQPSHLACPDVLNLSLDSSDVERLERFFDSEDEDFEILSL
A3A deaminase: blocks human APOBEC3A ssDNA deamination. P31941. inhibition, % at 20 µM. AID 493011. recombinant A3A, FAM/TAMRA ssDNA deamination fluorescence. hit rate 0.41% among 330,000;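 active = at least 40% inhibition at 20 µM here, with at most 30% in a related deaminase screen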;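 note: plate controls were A3A with DMSO for no effect and wells lacking A3A enzyme for full effect; some results filed as inactive read as strong as hits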
Target sequence (P31941 whole entry, looked up): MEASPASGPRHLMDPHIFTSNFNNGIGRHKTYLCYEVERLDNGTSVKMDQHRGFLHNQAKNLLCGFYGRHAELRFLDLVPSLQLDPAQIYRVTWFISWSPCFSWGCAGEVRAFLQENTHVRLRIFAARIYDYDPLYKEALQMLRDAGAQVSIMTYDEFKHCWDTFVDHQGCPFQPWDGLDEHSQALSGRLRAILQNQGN
The depositor's hits bear a star. Compounds as they come; any-hit rate near 3.3%.

SMILES	A3G deaminase	beta cell repl	hIAP block	MPTP inh	hIAP act	mIAP act	mIAP block	ATG4B inhibitor	A3A deaminase
CCCCOc1ccc(-c2csc(N)n2)cc1[N+](=O)[O-]	-8	0	-19	1.6	1.2	1	0	8	-2
CC(=O)Nc1ccc(NC(=O)C(C)OC(=O)CCC(=O)c2ccc(F)cc2)cc1 (centres undefined)	-7	1	-11	1.5	1.1	1	0	-10	0
CCCCn1c(N)c(N(CC)C(=O)c2ccc(C#N)cc2)c(=O)[nH]c1=O	-12	-2	12	1.2	0.88	0.99	0	1	4
CC(=O)c1c(C)[nH]c(C(=O)Nc2cc(S(=O)(=O)N3CCCCC3)ccc2C)c1C	-1	1	-5	1.7	1	1.3	-27	-4	2
CCc1cccc(NC(=O)c2ccc(Br)o2)c1	-3	-2	4	-0.6	0.96	1	-3	-3	0
CNCCOc1ccccc1C(C)(C)C	2	-2	-5	-2.2	1.1	0.91	10	-5	0
CCN1C(=O)[C@H]2[C@@H](c3ccc(Cl)cc3)N3C(=O)CN(CC4CC4)C(=O)[C@@]3(C)[C@H]2C1=O	-5	-2	3	-1.7	0.97	0.97	3	-11	2
O=C(NC1CCCCC1)c1ccc2c(c1)OCO2	-6	0	14	-4.3	0.86	1	0	-10	-1
CCc1ccc(NC(=O)CSCc2ccc(C(=O)O)cc2)cc1	-6	-3	-6	-1.8	1.1	1	-3	-5	0
O=C(NCC1CCCO1)C1CC(=O)N(c2ccccc2)C1 (centres undefined)	-12	4	-1	-0.5	1	0.97	3	-6	-6
Cc1nonc1CN(C)C(=O)CC1C(=O)NCCN1Cc1ccccc1C(F)(F)F (centres undefined)	-5	-2	12	0.8	0.88	0.88	12	1	-1
CN(CCc1ccccn1)C(=O)CCC1CCCN(Cc2ccccc2OC(F)F)C1 (centres undefined)	-8	-1	-16	0.3	1.2	0.92	8	-9	-2
CCN1CCSc2ccc(C(=O)NCc3ccc(OC(C)C)cc3)cc21	-2	-4	-12	0.9	1.1	1.2	-22	-8	-1
COc1ccc2c(c1)oc1c(SCc3nc4ccccc4[nH]3)nc(C)nc12	-7	-4	7	0.5	0.93	0.84	16	-13	-1
Cc1ccc(OCC(=O)NNC(=O)[C@@H]2CCCC[C@@H]2C(=O)O)c(Br)c1	-1	1	-2	-0.9	1	0.96	4	4	-1
Cc1ccc(S(=O)(=O)N2CCC(C(=O)Nc3cc(C(F)(F)F)ccc3N3CCOCC3)CC2)cc1C	-3	-5	7	-0.3	0.93	1.2	-15	-17	13
CC(=O)N1CCc2cc(Br)cc(S(=O)(=O)N3CCC(C(=O)O)CC3)c21	7	-4	-15	-1.2	1.1	0.98	2	1	5
C/C(=N/NC(=O)CCc1ccccc1)c1ccco1	-5	-1	-19	-0.3	1.2	0.9	10	-4	-2
CCCN(CCC)Cc1c(C(=O)N/N=C/c2ccco2)nnn1-c1nonc1N	-1	-2	14	-1.2	0.86	0.98	2	-3	-1
CC1CCCCN1C(=S)NCCc1ccccc1 (centres undefined)	-11	-2	7	-0.8	0.93	0.96	4	-3	-5
CC(=O)N(C)c1ccc(N2CCOCC2)c2c1C(=O)c1ccccc1C2=O	-3	1	-18	2.5	1.2	1	-2	3	-2
O=C(c1ccccc1)N1CCN(Cc2ccccc2C(F)(F)F)CC1	-11	0	10	2.1	0.9	0.89	11	9	-1
CC(C)[C@H](NC(=O)Nc1ccc(Oc2ccccc2)cc1)C(=O)O	-1	-2	8	0.5	0.92	0.99	1	-3	1
O=C(O)CC12CC3CC(C1)CC(n1ncc(NCC4CCCO4)c(Cl)c1=O)(C3)C2 (centres undefined)	-6	-2	-7	1.2	1.1	0.86	14	-4	2
COc1ccc(OC)c(NC(=O)CCCN2C(=O)C3C4C=CC(C4)C3C2=O)c1 (centres undefined)	-1	-1	-9	1.5	1.1	1	-5	-2	0
New compounds follow
SMILES	A3G deaminase	beta cell repl	hIAP block	MPTP inh	hIAP act	mIAP act	mIAP block	ATG4B inhibitor	A3A deaminase
CS(=O)(=O)Nc1cccc(C2=NN(C(=O)CCC(=O)O)C(c3cccs3)C2)c1 (centres undefined)	-1	0	-14	-0.7	1.1	0.97	3	4	0
O=C(CN1CCN(c2ccccc2)CC1)Nc1ccc(OCc2ccccc2)cc1	-4	-4	-2	-0.9	1	1	-2	-3	-4
O=C(Nc1nnc(CCc2ccccc2)s1)c1ccccc1F	-3	-1	2	2.9	0.98	1	0	1	-1
O=C(NCc1cccc2[nH]ccc12)C1CCC(=O)N(CCc2ccc(Cl)cc2)C1 (centres undefined)	-6	2	10	-0.9	0.9	0.99	1	-8	-4
O=C(CN(Cc1ccc(F)cc1)C(=O)CCC(=O)Nc1nccs1)NCC1CCCO1 (centres undefined)	-10	-4	-25	0.6	1.3	0.89	11	3	-4
COCc1cc(=O)n2[nH]cc(-c3ccccc3)c2n1	0	1	-16	0.9	1.2	0.95	5	-2	-2
COCCCN1C(=O)C(=O)/C(=C(/O)c2ccc3c(c2)CC(C)O3)C1c1cccnc1 (centres undefined)	-2	-2	13	0.0	0.87	0.94	6	0	-1
O=C(NC(=S)Nc1ccccc1N1CCOCC1)c1ccc([N+](=O)[O-])cc1	-3	-1	5	3.1	0.95	0.83	17	-1	1
COCCNc1nc2c(c(=O)n(Cc3ccc(OC)cc3)c(=O)n2C)n1C	-2	1	6	1.5	0.94	0.92	8	4	-2
O=C(CC1CCCC1)NCCS(=O)(=O)N1CCN(c2ccccc2F)CC1	-1	1	0	-0.6	1	0.94	6	1	0
COc1ccccc1OCCNC(=O)c1ccccc1C	12	0	-4	0.8	1	1	-5	0	9
COCCNCC#CCOc1ccc(OC)cc1	-6	3	-3	0.9	1	0.96	4	5	-7
O=C(CCc1nc(-c2ccccc2Cl)no1)NC1CCCC1	17	3	4	-0.8	0.96	1.1	-10	-5	-2
COc1ccc(CC(=O)Nc2ccc(-c3noc(COc4ccccc4C)n3)cc2)cc1	-2	0	19	2.0	0.81	1	-4	-5	-1
CC(C)C(C)(C#N)NC(=O)CSc1nnc(-c2ccncc2)n1Cc1ccccc1 (centres undefined)	-11	-3	-32	1.1	1.3	1	-2	-6	-6
Cc1ccccc1NC(=S)C1=C(O)c2sccc2N(C)S1(=O)=O	-3	-4	0	-0.8	1	0.89	11	-12	-1
CC(=O)Nc1ccc(S(=O)(=O)Nc2nnc(Cc3ccc(Cl)cc3)s2)cc1	-6	0	-18	-0.5	1.2	0.95	5	7	-1
Cc1ccnc(NC(=O)CCCc2c[nH]c3ccccc23)c1	-7	-1	-23	-1.7	1.2	0.95	5	6	-3
Cc1cc(NCCCN2CCOCC2)n2nc(C)c(-c3ccc(F)cc3)c2n1	-4	1	-16	4.0	1.2	1	-2	-11	-3
CC(NC(=O)C1CCCN(S(=O)(=O)N2CCOCC2)C1)c1ccccc1 (centres undefined)	-4	0	-13	-1.2	1.1	1	0	-3	-2
COCCn1c(SC(C)C(=O)NCC2CCCO2)nc2scc(-c3ccc(F)cc3)c2c1=O (centres undefined)	-13	-4	1	0.4	0.99	1	-4	-2	-3
CC(C)OCCCNC(=O)C1CCC(CNS(=O)(=O)c2ccc(Cl)cc2)CC1 (centres undefined)	1	0	-10	-2.6	1.1	1	-4	-6	0
O=c1c2cc([N+](=O)[O-])cc([N+](=O)[O-])c2[nH]n1-c1ccccc1	-1	0	12	7.2	0.88	0.89	11	12	8
Cc1cccc(CNC(=O)Cn2ccc3cc(S(=O)(=O)N4CCCC4)ccc32)c1	-7	-2	-9	0.5	1.1	1.1	-8	-5	-6
COc1ccc(C(C)NS(=O)(=O)Cc2ccccc2)cc1 (centres undefined)	-5	0	10	1.0	0.9	1.1	-9	4	1
Next records follow.
SMILES	A3G deaminase	beta cell repl	hIAP block	MPTP inh	hIAP act	mIAP act	mIAP block	ATG4B inhibitor	A3A deaminase
CCOc1ccc(NC(=O)c2ccc(NC(=O)Cc3n[nH]c(=O)c4ccccc34)cc2)cc1	16	0	-17	1.5	1.2	1	-3	-4	4
CC(=O)Nc1ccc(NC(=O)C2CC(=O)N(c3cccc(Cl)c3)C2)cc1 (centres undefined)	-8	-3	-17	-1.0	1.2	1.1	-5	-4	-6
COc1ccc(-n2nc(C(=O)NCC(=O)N3CCN(c4ccccc4F)CC3)c3ccccc3c2=O)cc1	-3	0	13	-1.1	0.87	0.91	9	-6	-1
CCOc1ccc2nc(N(CCCN(C)C)C(=O)c3ccc(S(=O)(=O)N4CCCC4)cc3)sc2c1	-2	-1	4	-0.4	0.96	0.95	5	1	0
C[C@@H]1CN(c2c(F)c(F)c3c(=O)c(C(=O)O)cn(C4CC4)c3c2F)C[C@H](C)N1	-8	6	16	0.1	0.84	1	-3	-5	1
Cc1nnc(SCC(=O)N2CC(C)OC(C)C2)n1-c1ccccc1 (centres undefined)	-8	-2	-16	0.3	1.2	1	-5	-5	-2
CC(C)N(C(=O)c1ccc2nc(-c3ccccc3)c(-c3ccccc3)nc2c1)C(C)C	-5	-5	9	-0.8	0.91	0.91	9	2	0
CCOCCCNc1nc(-c2ccccc2)nc2ccccc12	9	-3	2	0.8	0.98	1.1	-5	5	-4
CC1CCCCC1NC(=O)CCS(=O)(=O)c1cc2c(cc1Cl)NC(=O)CO2 (centres undefined)	-2	-4	-12	-1.0	1.1	0.99	1	-8	1
NC(=O)c1ccccc1OCC(=O)NC12CC3CC(CC(C3)C1)C2	-3	-2	3	0.6	0.97	0.97	3	4	8
CCOC(=O)Cn1nc(-c2ccc(C)cc2)c2ccccc2c1=O	-4	1	2	-1.4	0.98	1.1	-6	7	-1
c1ccc2[nH]c(NCc3ccc4c(c3)OCO4)nc2c1	-8	-3	-9	0.3	1.1	1.2	-17	2	-3
C=CCOc1ccc(/C=C/C(=O)OCC(=O)NCC2CCCO2)cc1 (centres undefined)	-7	2	-4	-1.1	1	0.95	5	-4	-3
Cc1nnc(NC(=O)COc2ccc3c(C)cc(=O)oc3c2)s1	6	-2	9	-0.5	0.91	0.87	13	-2	2
C=CCN(CC=C)C(=O)c1cc(Cl)ccc1[N+](=O)[O-]	-7	3	2	2.7	0.98	0.92	8	-1	-1
CCN1CCN(CCCNc2ncnc3nc[nH]c23)CC1	-6	2	-19	-0.8	1.2	0.93	7	-3	-1
O=C(O)CC(NC(=O)c1sc2ccccc2c1Cl)c1ccc(OC2CCCC2)cc1 (centres undefined)	-6	-4	4	-2.1	0.96	0.89	11	29	-2
COc1ccc2nc(SCC(=O)NCc3ccccc3)[nH]c2c1	-8	2	-54	1.7	1.5	0.77	23	1	0
CN(CC(=O)NCCc1ccc(S(N)(=O)=O)cc1)CC(=O)Nc1ccccc1Cl	-4	0	2	0.0	0.98	0.94	6	2	0
COc1cc(CNCc2cccs2)cc(Br)c1OC	-2	-1	-15	-0.5	1.2	1	-1	4	-1

Compound activity (PubChem)
